# BAZ2B inh – inhibitors of human BAZ2B bromodomain. Q9UIF8. AlphaScreen BAZ2B-H3K14Ac peptide displacement. Potency, µM (highest dose often 114 µM), for the others: top-dose activity change, negative = inhibition, hits mostly inhibitors. actives 4.4% (n = 360,000). AID 504333; note: potency is the fitted concentration of half-maximal effect; % is set by controls: 0 for no effect and ±100 for the full control effect; nearly all actives have a fitted effect of over 60% in size
#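 Multi-concentration screen (max 110 uM) measuring displacement of acetylated histone H3 peptide from BAZ2B by AlphaScreen, using 50 nM protein, 50 nM peptide and 10 ug/mL streptavidin donor plus Ni-chelate acceptor beads.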
# ERG-DNA inh – ERG Ets/DNA interaction inhibition; P11308; fluorescence polarization, His-ERG Ets domain / labelled DNA; Potency, µM (highest dose often 76.9 µM), without a hit: at the highest dose FP activity, negative = inhibition, hits mostly inhibitors; actives 0.028% (n = 370,000); active = well fitted inhibition curve with a large enough effect in the polarisation, with a control signal flat; inconclusive = small, poorly fitted or top-dose-only effect, or effect the other way, or a change in a side signal; inactive = no such curve, though single readings can be large or run the other way; the % refers to the polarisation;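 note: polarization taken with two DNA probes labelled with fluorescein and Texas red; potency is the fitted concentration of half-maximal effect; % of control where 0% means no effect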
#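 His-tagged ERG Ets domain (1 uM in the protein solution; 300mM KCl, 50mM Tris-HCl, 1mM EDTA, 1mM DTT, pH 7.5) received compound, then a probe mix of 5 nM fluorescein-DNA and 100nM Texas-615-DNA. Fluorescence polarization was read for both dyes.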
# JMJD2A Tudor – JMJD2A Tudor domain (human) inhibition | O75164 | actives 4.4% (n = 390,000) | AlphaScreen JMJD2A-Tudor / H3K4me3 peptide binding | AID 504339 | Potency, µM (top dose mostly 114 µM), for inactives: at the highest dose activity change, negative = inhibition, usual class: inhibitors; note: potency is the fitted concentration of half-maximal effect; % is set by controls: 0 for no effect and ±100 for the full control effect; nearly all actives have a fitted effect of over 50% in size
# Pin1 inhibitor – human Pin1 inhibition; Q13526; Pin1 FP peptide displacement, HiFluor488, 10 min; Potency, µM (doses to about 115 µM), without a hit: top-dose activity, negative = inhibition, most hits filed as inhibitors; actives 0.009% (n = 390,000); AID 504891; active = well fitted inhibition curve with a large enough effect in the polarisation, with a control signal flat, not every such curve was filed as active; inconclusive = small, poorly fitted or top-dose-only effect, or effect the other way, or a change in a side signal; inactive = no such curve, though single readings can be large or run the other way; the % refers to the polarisation; note: potency is the fitted concentration of half-maximal effect; % is set by controls: 0 for no effect and ±100 for the full control effect
# Target sequence (Q13526 whole entry, looked up): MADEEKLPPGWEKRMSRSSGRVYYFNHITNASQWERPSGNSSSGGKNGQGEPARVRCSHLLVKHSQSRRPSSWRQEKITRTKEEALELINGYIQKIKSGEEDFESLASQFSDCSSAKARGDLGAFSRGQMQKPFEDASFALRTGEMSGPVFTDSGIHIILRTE
# GLS inhibitor – glutaminase GLS (human) inhibition; O94925; GLS enzymatic activity, qHTS titration; Potency, µM (titrated, usually from 45.5 µM), for inactives: top-dose activity change, negative = inhibition, hits mostly inhibitors; actives 0.21% (n = 410,000); AID 624170; note: potency is the fitted concentration of half-maximal effect; % is set by controls: 0 for no effect and ±100 for the full control effect
#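 hKGA in 45 mM KH2PO4 pH 8.2, 0.02% Tween-20 with pin-transferred compounds; 1 mM L-glutamine (stock) plus glutamate oxidase/HRP/Amplex Red coupling added. Fluorescence read initially and after 30 min at RT.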
# G9a inh – G9a (human) methyltransferase inhibition. AID 504332. Potency, µM (top dose mostly 102 µM), for inactives: top-dose activity, negative = inhibition, usual class: inhibitors. Q96KQ7. G9a H3K9 monomethylation, AlphaScreen, 2 h. actives 8.8% (n = 350,000); note: potency is the fitted concentration of half-maximal effect; % is set by controls: 0 for no effect and ±100 for the full control effect; nearly all actives have a fitted effect of over 75% in size
# Target sequence (Q96KQ7 913-1193 limits assumed): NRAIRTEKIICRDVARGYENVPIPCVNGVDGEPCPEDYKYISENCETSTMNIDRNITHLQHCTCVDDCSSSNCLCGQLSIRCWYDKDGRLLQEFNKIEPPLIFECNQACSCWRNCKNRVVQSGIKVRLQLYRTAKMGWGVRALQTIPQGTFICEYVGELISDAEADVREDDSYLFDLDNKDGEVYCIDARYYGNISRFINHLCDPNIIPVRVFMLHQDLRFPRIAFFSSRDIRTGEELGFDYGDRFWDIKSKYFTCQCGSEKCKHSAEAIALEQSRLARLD
#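 Enzyme 20 nM + cpd, 15 min RT; add b-H3K9 pep 500 nM / SAM 20 uM; 2 h RT; anti-H3K9me1 Ab 0.5 ug/mL + SA donor / anti-rabbit acceptor beads 20 ug/mL each, 10 min; AlphaScreen read.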
# Tb PGK inh – T. brucei PGK inhibition; P07378; Potency, µM (titrated, usually from 57.5 µM), for inactives: at the top dose activity change, negative = inhibition, usual class: inhibitors; AID 602233; PGK/GAPDH coupled, Kinase-Glo luminescence, 60 min; actives 0.043% (n = 380,000); note: potency is the fitted concentration of half-maximal effect; % is set by controls: 0 for no effect and ±100 for the full control effect; nearly all actives have a fitted effect of over 60% in size
#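 Recombinant glycosomal PGK reaction used 1,3-bisphosphoglycerate generated in-well by GAPDH (100nM final) in 100mM TEA pH 7.6, 5mM MgCl2, 0.01% Tween-20. After 60 minutes at room temperature, ATP was read by Kinase-Glo Plus luminescence end-point.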
# HP1b chromo inh – HP1-beta chromodomain-methylated histone interaction inhibition; AlphaScreen HP1-beta / biotin-H3K9me3 peptide binding; Potency, µM (titrated, usually from 114 µM), inactives show at the top dose activity change, negative = inhibition, most hits filed as inhibitors; actives 0.56% (n = 390,000); AID 540317; note: potency is the fitted concentration of half-maximal effect; nearly all actives have a fitted effect of over 70% in size; inactives centre near 23
#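 Compound inhibition of the preformed complex between 50 nM HP1-beta and 50 nM biotinylated H3K9me3 peptide was read by AlphaScreen. Buffer was PBS pH 7.4 with 0.01% Tween-20. Incubations ran 30 min at room temperature, with 10 ug/mL donor/acceptor beads.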
# PI4K2A block – PI4K2A (human) kinase inhibition. actives 0.13% (n = 420,000). activity change, negative = inhibition, % at 76.9 µM. purified PI4K2A, ADP-Glo luminescence, 1 h; hits give low values. Q9BTU6; in the data active = activity change below about -50%; inconclusive = mostly about -30% to -49%;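 note: -100% = wells without enzyme as full effect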
# Target sequence (Q9BTU6 whole entry, looked up): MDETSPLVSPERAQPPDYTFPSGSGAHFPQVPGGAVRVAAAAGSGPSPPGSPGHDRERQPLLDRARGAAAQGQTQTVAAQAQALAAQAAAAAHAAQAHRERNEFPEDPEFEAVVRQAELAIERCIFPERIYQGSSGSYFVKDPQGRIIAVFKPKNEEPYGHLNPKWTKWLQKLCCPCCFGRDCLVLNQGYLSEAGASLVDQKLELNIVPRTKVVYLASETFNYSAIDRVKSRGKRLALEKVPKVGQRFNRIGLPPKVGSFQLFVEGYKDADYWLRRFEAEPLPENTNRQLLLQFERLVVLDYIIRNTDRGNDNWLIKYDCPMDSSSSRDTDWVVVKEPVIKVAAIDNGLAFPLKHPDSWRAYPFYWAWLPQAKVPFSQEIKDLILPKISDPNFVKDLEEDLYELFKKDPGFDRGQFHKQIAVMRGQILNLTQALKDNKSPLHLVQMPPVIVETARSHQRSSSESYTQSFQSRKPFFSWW
#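 PI4K2A activity was measured by ADP-Glo luminescence: enzyme (4 ug/mL stock) and phosphatidylinositol (1.2 mM stock) in Tris pH 7.5/MgCl2/EGTA/Triton X-100 buffer were reacted with ATP (300 microM stock) for one hour at ambient temperature.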
# * hit, by the source's call; i = inactive; ? = inconclusive; . = not tested or not shown; & = joins results of further samples; [ ] = another dose, or the depositor's remark. Unless noted, calls come from the whole dose curve; as a rule, active = well fitted curve in the direction sought with a large enough effect; inconclusive = small, poorly fitted or top-dose-only effect, or another doubt; inactive = no such curve, though single readings can be large; an effect the other way counts as inactive or inconclusive.
SMILES,BAZ2B inh,ERG-DNA inh,JMJD2A Tudor,Pin1 inhibitor,GLS inhibitor,G9a inh,Tb PGK inh,HP1b chromo inh,PI4K2A block
CN(C)c1ccc(/C=N/N(CCC(=O)NC(C)(C)C)C2=NS(=O)(=O)c3ccccc32)cc1,-2%,0%,-7%,?,23%,-14%,-6%,14%[57 µM],4
NCCc1nnc(SCC(N)=O)o1,-9%,11%,-24%,6%,-6%,12%[59 µM],i,16%,2
O=S(=O)(c1cccc2cccnc12)N1CCc2ccccc21,-11%,4%,-1%,3%,-4%,-8%,-3%,48%[activator],3
Cc1ccc(C(=O)Nc2cc(Cl)ccc2N2CCCCC2)s1,10%,-2%,30%,8%,3%,45%[activator],2%,75%[activator],6
COCCN(CC(=O)Nc1cccc(C)c1C)C(=O)c1cc(S(=O)(=O)N2CCCC2)ccc1C,2%,16%,-5%,-2%,-3%,-43%[12.7 µM],i,45%[activator],-4
NS(=O)(=O)c1ccc(C(=O)Nc2ccc(-c3nc4cccnc4s3)cc2)cc1,1%,9%,-6%,21%,-9%,.,i,23%,-3
CCc1nccn1S(=O)(=O)c1cc(Br)ccc1OC,-29%,2%,-14%,-9%,6%,?,-3%,30%,-2
COc1ccc(/C=N/NC(=O)c2c(C)nnn2-c2nonc2N)cc1OC,-2%,-5%,-8%,1%,3%,-7%[12.7 µM],-1%,12%,4
C=CCc1cccc2cc(C(=O)N3CCN(C(=O)c4ccco4)CC3)c(=O)oc12,6%,.,-3%,-1%,-8%,45µM*,-4%,28%,-8
COc1cccc(N2CCN(c3ncnc4c3c(-c3ccccc3)cn4-c3ccc(C)cc3)CC2)c1,-4%,1%,-15%,-8%,-13%,4%[59 µM],i,17%,-3
O=C(NC1CCCC1)c1ccccc1-c1ccccc1,-19%,.,-11%,1%,5%,8%[59 µM],7%,23%,3
CCOc1ccc(NC(=O)Cn2cc(C(=O)c3ccccc3)c(=O)c3cc4c(cc32)OCO4)cc1,-4%,-1%,-16%,1%,12%,-32%[59 µM],-5%,24%,-14
NS(=O)(=O)c1ccc(NC(=O)CN2CCN(S(=O)(=O)c3ccc(F)cc3)CC2)cc1,-13%,-2%,14µM*,-9%,?,18%,-1%,11%,-3
OC(CNCCc1ccc(Cl)cc1)COc1ccc2ccccc2c1 (stereo unspecified),?,-5%,-28%,7%,-13%,-32%,-10%,0%,4
Cc1ccc(-c2nc(CS(=O)CC(=O)NCc3ccccc3)c(C)o2)cc1 (stereo unspecified),-21%,-8%,-17%,?,3%,50µM*,6%,31%,-1
C#Cc1ccc(C(=O)Nc2ccc(N3CCC(C)CC3)c(C(N)=O)c2)cc1,27%,-5%,-20%,4%,1%,4%,1%,17%,3
COCCN(C(=O)COC(=O)C1COc2ccccc2O1)c1c(N)n(Cc2ccccc2)c(=O)[nH]c1=O (stereo unspecified),12%,-11%,-23%,-4%,2%,15%[0.501 µM],6%,10%,0
Cc1cc(C)cc(NC(=O)N2CCCC2C(=O)Nc2ccc(-n3cnnn3)c(C)c2)c1 (stereo unspecified),11%,-5%,-2%,2%,-1%,16%,-9%,14%,1
NS(=O)(=O)c1ccc(N2N=C(c3ccccc3)CC2c2cccc(Br)c2)cc1 (stereo unspecified),.,12%,19%,?,5%,.,7%,93%[activator],4
C/C(N)=C(/C#N)C(=O)COC(=O)C1Cc2ccccc2CN1S(C)(=O)=O (stereo unspecified),?,-4%&0%,-28%,?,-22%&1%,26%[59 µM],-2%&-4%,?,9&-13
COc1ccc(Cl)cc1S(=O)(=O)N(C)CC(=O)NCc1ccccn1,1%,12%,-15%,-1%,-7%,8%,i,12%,2
Cc1ccc(C(=O)NCc2nnc(SCC(=O)Nc3sc4c(c3C#N)CCCC4)n2C)cc1,-35%,4%,-11%,6%,22%,-13%[59 µM],6%,27%,0
CC(C)c1ccc2occ(-c3nn[nH]n3)c(=O)c2c1,56µM*,-3%,18µM*,-5%,15%,?,i,-3%,3
CC(C)c1ccccc1NC(=O)CN(c1ccccc1)S(=O)(=O)N(C)C,4%,4%,4%,4%,-2%,-1%[59 µM],-7%,38%,2
Cc1ccc2cc(NC(=O)CC(CC(=O)O)c3ccccc3)ccc2n1 (stereo unspecified),2%,-5%,10%,0%,1%,16%,.,56%[activator],-4
CC(C)C(=O)NNc1nc2ccccc2s1,12%,.,-16%,0%,-7%,3%,i,35%,-2
C#CCSc1nnc(-c2ccc(OC)cc2)o1,0%,-3%,3%,-12%,-3%,45µM*,-1%,-6%,4
COc1cccc(N2CCN(C(=O)c3c(C)nn(-c4ccccc4)c3C)CC2)c1,-14%,2%,-16%,0%,8%,35%,-2%,20%,-2
CC(C)(C)c1ccc(C(=O)Nc2ccc(Cl)cc2)cc1,-6%,9%,-3%,0%,0%,-64%[59 µM],-5%,20%,1
CCOCCc1nnc(NC(=O)Cc2c(F)cccc2Cl)s1,2%,-1%,-8%,-1%,7%,.,-3%,20%,2
Cc1cccc(N2CCN(Cc3cnc(Cl)s3)CC2C)c1 (stereo unspecified),-5%,1%,-19%,-1%,-3%,3%,-7%,5%,-3
CCCn1c(C(C)Nc2nc(-c3ccc(C)cc3)cs2)nc2ccccc21 (stereo unspecified),?,-2%,?,1%,1%,89µM*,0%,-3%,0
OCCCCC#Cc1c(-c2ccsc2)sc2ccccc12,29%,6%,47%[activator],?,0%,52%[activator],9%,101%[activator],1
CCOc1ccc(N(CC(=O)NCC2CCCO2)S(=O)(=O)c2ccc(Cl)cc2)cc1 (stereo unspecified),9%,-5%,-12%,-3%,1%,6%,0%,-1%,4
COc1ccc(C(=O)C2CCCN(C(=O)COc3ccc(C(C)=O)cc3)C2)cc1F (stereo unspecified),-6%,2%,-2%,-2%,-16%,1%,-5%,35%,0
Cc1c(NC(=O)c2noc3c2CCc2ccccc2-3)c(=O)n(-c2ccccc2)n1C,.,-2%,-21%,0%,-10%,.,-6%,22%,0
O=C(Nc1ncn[nH]1)c1ccc(Cl)c(S(=O)(=O)Nc2ccc(Cl)cc2)c1,-2%,4%,?,4%,14%,28%[59 µM],-5%,44%[activator],-11
O=C(CNC(=O)c1cccc(N2C(=O)c3ccccc3C2=O)c1)Nc1ccc(F)c(F)c1,2%,-10%,-15%,14%,-2%,-7%[12.7 µM],-6%,17%,-3
O=C(Cn1c(=O)oc2ccccc21)NCc1ccco1,-5%,-5%,0%,-1%,1%,-40%,9%,16%,-3
CCOC(=O)C1(CCCc2ccccc2)CCN(C(=O)C2CCCO2)CC1 (stereo unspecified),-11%,11%,-5%,-5%,2%,.,-7%,29%,4
Cc1ccc(SCc2nc(-c3cccnc3)no2)cc1,11%,5%,7%,-8%,4%,16%[12.7 µM],-7%,9%,-8
CNC(=S)N/N=C(\C)c1ccc(C)c(C)c1,?,6%,-31%,4%,4%,12%[59 µM],2%,-14%,-4
Cc1ccc(Cl)cc1NC(=O)c1cc(NC(=O)C2CCCCC2C(=O)O)ccc1N1CCOCC1 (stereo unspecified),0%,5%,-12%,1%,-11%,90%[activator],-5%,32%[activator],-9
Cc1c(NC(=S)N2CCN(c3cccc(Cl)c3)CC2)c(=O)n(-c2ccccc2)n1C,-10%,-5%,-34%,-1%,24%,.,-3%,-16%,1
Cc1ccc(S(=O)(=O)N(C(=O)c2ccncc2)c2ccc(OC(=O)c3ccncc3)cc2)cc1,-31%,-1%,-25%,-2%,-2%,?,-1%,35%,3
CCNC(=O)C1CCCN1C(=O)C(CCCN=C(N)N)NC(=O)C(CC(C)C)NC(=O)C(Cc1cn(Cc2ccccc2)cn1)NC(=O)C(Cc1ccc(O)cc1)NC(=O)C(CO)NC(=O)C(Cc1c[nH]c2ccccc12)NC(=O)C(Cc1cnc[nH]1)NC(=O)C1CCC(=O)N1 (stereo unspecified),?,1%,?,3%,6%,.,-9%,15%,2
CC(C)CC(NC(=O)C1CCC(C)CC1)C(=O)NCc1ccco1 (stereo unspecified),-9%,8%,-20%,-6%,0%,-11%[59 µM],i,45%[activator],-2
CCCn1c(N)cc(=O)n(C)c1=O,2%,0%,-10%,-3%,0%,10%,-3%,46%[activator],0
CCOC(=O)Cc1csc(NC(=O)Cc2ccccc2)n1,-16%,-2%,-9%,-11%,3%,?,4%,27%,2
O=C(NCC1CCCO1)Nc1cc(Cl)cc(Cl)c1 (stereo unspecified),-11%,0%,-5%,3%,0%,20%,6%,39%[activator],0
O=C(NCCOc1ccccc1F)Nc1ccc(Br)cc1,-12%,1%,-1%,4%,1%,8%,2%,40%[activator],1
Cc1cccc2cc(=O)[nH]c(C)c12,4%,6%,0%,-7%,4%,?,-5%,11%,13
O=C(COC(=O)Cc1cccc(F)c1)NCCc1ccccc1,-4%,7%,2%,-5%,3%,-11%[59 µM],0%,37%[activator],0
Brc1cc(-c2ccccc2)nc(-c2ccccc2)n1,.,-3%,120%[activator],-7%,-12%,.,1%,206%[activator],2

# Rows were taken by chance (roughly 11% active in at least one column).
